Mtb BioA inh: inhibitors of Mycobacterium tuberculosis BioA enzyme; purified M. tuberculosis BioA enzyme, plate reader; inhibition, % at 9.99 µM; 360,000 compounds, 0.096% hits; AID 602481; in the data active = inhibition above about 40%
The depositor's hits bear a star. An excerpt; rates above refer to the full screens.

SMILES	Mtb BioA inh
Cc1noc(C)c1S(=O)(=O)N(C)C[C@@H]1OCCCC[C@@H](C)Oc2ccc(NC(=O)Nc3cccc4ccccc34)cc2C(=O)N([C@H](C)CO)C[C@@H]1C	0.3
CO[C@@H]1CC[C@H]2CCOc3ccc(C#N)cc3C(=O)N(C)C[C@@H](c3ccccc3)CC(=O)N(C)C[C@H]1O2	0.1
O=C(c1ccc2c(c1)OCO2)N1CCCCN2[C@H](CO)[C@@H](c3ccc(-c4ccccc4)cc3)[C@@H]2C1	-2.2
CCCC(=O)Nc1ccc2c(c1)OC[C@H](C)N(CCC)C[C@H](C)[C@H](OC)CN(C)C2=O	-0.5
COCC#Cc1cnc2c(c1)C(=O)N([C@@H](C)CO)C[C@H](C)[C@H](CN(C)C(=O)Nc1cccc(F)c1)O2	2.3
COc1ccc(-c2ccc3c(c2)[C@@H]2[C@@H](CCN2C(=O)c2ccc4c(c2)OCO4)[C@H](CO)N3)cc1	-2.6
Cc1noc(C)c1NC(=O)Nc1ccc2c(c1)C(=O)N([C@H](C)CO)C[C@H](C)[C@@H](CN(C)S(=O)(=O)c1ccccc1)OCCCC[C@@H](C)O2	-0.2
CC(=O)N1CCCCN2[C@H](CO)[C@@H](c3ccc(Br)cc3)[C@@H]2C1	3.4
C[C@H](CO)N1C[C@H](C)[C@H](CN(C)S(=O)(=O)c2cn(C)cn2)OCCCC[C@H](C)Oc2ccc(NC(=O)Nc3cccc4ccccc34)cc2C1=O	-4.2
COc1ccc(CN(C)C[C@@H]2Oc3ccc(NS(=O)(=O)c4ccc(OC)cc4)cc3CC(=O)N([C@H](C)CO)C[C@@H]2C)cc1	-3.8
C[C@H]1CN([C@@H](C)CO)C(=O)Cc2cc(NC(=O)C3CC3)ccc2O[C@@H]1CN(C)Cc1ccccc1	3.7
CC(C)NC(=O)N[C@@H]1CC[C@H](CCN)O[C@@H]1CO	-1.9
CO[C@H]1CN(C)C(=O)c2cc(NC(=O)c3cc(C)on3)ccc2OC[C@@H](C)N(C(=O)C2CC2)C[C@@H]1C	2.6
C[C@@H]1CN([C@H](C)CO)C(=O)c2cc(NC(=O)c3ccccc3)ccc2O[C@@H](C)CCCCO[C@H]1CN(C)C(=O)Cc1ccccc1	-2.1
C[C@@H]1CN([C@@H](C)CO)S(=O)(=O)c2ccc(C#CC3CC3)cc2O[C@@H]1CN(C)C(=O)Cc1ccncc1	-1.7
O=C(c1ccccc1F)N1C[C@@H]2[C@H](c3ccccc31)[C@@H](CO)N2C(=O)Nc1ccccc1	0.7
C[C@H](CO)N1C[C@H](C)[C@H](CN(C)C(=O)Nc2ccc3c(c2)OCO3)Oc2ccc(NC(=O)Cn3cnnn3)cc2C1=O	-0.4
C[C@H]1CN([C@@H](C)CO)C(=O)Cc2cc(NC(=O)CCC(F)(F)F)ccc2O[C@H]1CN(C)CC1CCCCC1	2.3
COc1ccc(NC(=O)Nc2ccc3c(c2)C(=O)N([C@@H](C)CO)C[C@H](C)[C@H](CN(C)Cc2ccc4c(c2)OCO4)OCCCC[C@@H](C)O3)cc1	2.3
CO[C@H]1CN(C)C(=O)c2ccc(NC(=O)NC(C)C)cc2OC[C@@H](C)N(C(=O)C2CCC2)C[C@@H]1C	-1.1
CCCNc1ncnc2ccc(Br)cc12	-3.4
O=C(NCC1CC1)[C@@H]1[C@@H](CO)[C@@H]2Cn3c(ccc(-c4ccccc4F)c3=O)[C@H]1N2Cc1cncnc1	-0.2
COc1ccccc1S(=O)(=O)N[C@H]1CC[C@@H](CCNC(=O)C2CCOCC2)O[C@@H]1CO	-2.6
C[C@@H]1CN([C@@H](C)CO)C(=O)c2cccc(NS(=O)(=O)c3cccs3)c2O[C@H]1CN(C)CC1CCCCC1	-0.8
COc1ccc(-c2cnc3c(c2)C(=O)N([C@H](C)CO)C[C@H](C)[C@H](CN(C)C(=O)C2CCOCC2)O3)cc1	2.0
O=C(NCC1CC1)[C@H]1[C@H](CO)[C@H]2Cn3c(ccc(-c4ccccc4F)c3=O)[C@@H]1N2Cc1cncnc1	0.8
CC=Cc1ccc2n(c1=O)C[C@H]1[C@H](CO)[C@@H](C(=O)NCC)N(C(=O)c3cccnc3)[C@@H]21 (mixture of isomers)	-1.9
C[C@@H]1CCCCO[C@H](CN(C)C(=O)Nc2cccc3ccccc23)[C@H](C)CN([C@H](C)CO)C(=O)c2cc(NS(=O)(=O)c3ccccc3)ccc2O1	2.9
CCCN(C)C[C@H]1Oc2cc(C#Cc3ccncc3)ccc2S(=O)(=O)N([C@H](C)CO)C[C@H]1C	-2.6
C[C@@H]1CCCCO[C@@H](CN(C)Cc2ccc(C(F)(F)F)cc2)[C@@H](C)CN([C@@H](C)CO)C(=O)c2cc(NC(=O)CCC(F)(F)F)ccc2O1	2.6

Quoted at random: 7 entries already listed.
SMILES	Mtb BioA inh
CC=Cc1ccc2n(c1=O)C[C@H]1[C@H](CO)[C@@H](C(=O)NCC)N(C(=O)c3cccnc3)[C@@H]21 (mixture of isomers)	-1.9
CCCNc1ncnc2ccc(Br)cc12	-3.4
COc1ccc(-c2cnc3c(c2)C(=O)N([C@H](C)CO)C[C@H](C)[C@H](CN(C)C(=O)C2CCOCC2)O3)cc1	2.0
C[C@@H]1CCCCO[C@H](CN(C)C(=O)Nc2cccc3ccccc23)[C@H](C)CN([C@H](C)CO)C(=O)c2cc(NS(=O)(=O)c3ccccc3)ccc2O1	2.9
O=C(NCC1CC1)[C@H]1[C@H](CO)[C@H]2Cn3c(ccc(-c4ccccc4F)c3=O)[C@@H]1N2Cc1cncnc1	0.8
COc1ccccc1S(=O)(=O)N[C@H]1CC[C@@H](CCNC(=O)C2CCOCC2)O[C@@H]1CO	-2.6
O=C(NCC1CC1)[C@@H]1[C@@H](CO)[C@@H]2Cn3c(ccc(-c4ccccc4F)c3=O)[C@H]1N2Cc1cncnc1	-0.2

The main list resumes, starting two compounds before the break.
SMILES	Mtb BioA inh
CCCN(C)C[C@H]1Oc2cc(C#Cc3ccncc3)ccc2S(=O)(=O)N([C@H](C)CO)C[C@H]1C	-2.6
C[C@@H]1CCCCO[C@@H](CN(C)Cc2ccc(C(F)(F)F)cc2)[C@@H](C)CN([C@@H](C)CO)C(=O)c2cc(NC(=O)CCC(F)(F)F)ccc2O1	2.6
COCC(=O)N1[C@@H]2c3ccc(/C=C/c4ccccc4)c(=O)n3C[C@H]1[C@H](CO)[C@H]2C(=O)N1CCCCC1	0.0
COCC#Cc1cnc2c(c1)C(=O)N([C@H](C)CO)C[C@H](C)[C@@H](CN(C)C(=O)Cc1ccccc1)O2	11
C/C=C/c1cnc2c(c1)C(=O)N([C@H](C)CO)C[C@@H](C)[C@H](CN(C)C(=O)c1cnccn1)O2	14
C[C@H](CO)N1C[C@H](C)[C@@H](CN(C)S(=O)(=O)c2ccc(Cl)cc2)Oc2ccc(NC(=O)NC3CCCCC3)cc2CC1=O	-0.2
O=C(c1ccc(F)cc1)N1CCCCN2[C@H](CO)[C@@H](c3ccc(/C=C/c4ccccc4)cc3)[C@H]2C1	-2.2
C[C@@H]1CN([C@H](C)CO)C(=O)c2cccc(NS(=O)(=O)c3ccc(Cl)cc3)c2O[C@@H]1CN(C)C(=O)NC1CCCCC1	0.4
C[C@H](CO)N1C[C@H](C)[C@@H](CN(C)C(=O)Nc2cccc(F)c2)Oc2cc(/C=C/c3ccccc3)ccc2S1(=O)=O	-8.0
C[C@H](CO)N1C[C@H](C)[C@H](CN(C)C(=O)Nc2ccc(C(F)(F)F)cc2)Oc2ccc(NC(=O)C3CC3)cc2C1=O	3.6
CCC(=O)N(C)C[C@@H]1Oc2ncc(C#C[C@@H](C)O)cc2C(=O)N([C@@H](C)CO)C[C@H]1C	0.4
Cc1noc(C)c1NC(=O)Nc1ccc2c(c1)C(=O)N([C@@H](C)CO)C[C@H](C)[C@@H](CN(C)C(=O)Nc1ccc(C(F)(F)F)cc1)OCCCC[C@H](C)O2	0.5
COc1ccc(S(=O)(=O)N(C)C[C@@H]2Oc3c(NC(=O)Nc4cccc5ccccc45)cccc3C(=O)N([C@H](C)CO)C[C@@H]2C)cc1	-0.3
Cc1noc(C)c1NC(=O)N[C@@H]1C=C[C@@H](CC(=O)Nc2ccccc2)O[C@H]1CO	-2.4
O=C(NC[C@@H]1[C@@H](c2ccccc2)[C@H](CO)N1C(=O)Cc1cccnc1)C1CCC1	-0.4
C[C@H](CO)N1C[C@H](C)[C@@H](CN(C)C(=O)Nc2cccc(F)c2)OCc2cnnn2CCCC1=O	-0.7
C[C@@H]1CCCCO[C@@H](CN(C)C(=O)CCC(F)(F)F)[C@H](C)CN([C@H](C)CO)C(=O)c2cc(NS(C)(=O)=O)ccc2O1	-0.2
C/C=C/c1ccc2c(c1)O[C@H](CN(C)C(=O)NC1CCCCC1)[C@@H](C)CN([C@H](C)CO)S2(=O)=O	-1.2
C[C@H]1CN([C@@H](C)CO)C(=O)c2cccc(NC(=O)Nc3ccc(C(F)(F)F)cc3)c2O[C@H]1CN(C)S(=O)(=O)c1cccs1	2.7
CO[C@@H]1CN(C)C(=O)c2cc(NC(=O)C3CCCCC3)ccc2OC[C@H](C)NC[C@H]1C	0.3
C[C@H]1CN([C@@H](C)CO)S(=O)(=O)c2ccc(C#CCN(C)C)cc2O[C@H]1CN(C)C(=O)CC1CC1	-0.9
O=C(C[C@@H]1CC[C@@H]2[C@H](COC[C@H](O)CN2C(=O)c2ccncc2)O1)NC1Cc2ccccc2C1	0.4
O=C(O)C[C@@H]1CC[C@H](NC(=O)Nc2cc(F)ccc2F)[C@@H](CO)O1	-3.2
CCCNC(=O)C[C@@H]1CC[C@H]2[C@@H](COC[C@@H](O)CN2C(=O)c2cc(Cl)cc(Cl)c2)O1	3.7
CN1c2ccc(-c3ccccc3)cc2[C@H]2[C@H](CCN2C(=O)c2cccc(F)c2)[C@H]1CO	17
C[C@@H]1CN([C@H](C)CO)C(=O)c2cc(NS(C)(=O)=O)ccc2O[C@@H](C)CCCCO[C@@H]1CN(C)S(=O)(=O)c1ccccc1	4.9
CN(C)C(=O)[C@H]1[C@H](CO)[C@H]2Cn3c(ccc(-c4ccc(F)cc4)c3=O)[C@H]2N1C(=O)c1ccccn1	-0.2
CN(C)C(=O)C[C@@H]1C[C@@H]2c3cc(NC(=O)Nc4ccc(C(F)(F)F)cc4)ccc3O[C@@H]2[C@H](CO)O1	0.7
CN(C)C(=O)c1cccc(-c2ccc3c(c2)[C@@H]2[C@@H](CCN2C(=O)c2cccnc2)[C@H](CO)N3)c1	6.3
COc1ccc(C#Cc2ccc3c(c2)[C@@H]2[C@@H](CCN2C(=O)NC(C)C)[C@@H](CO)N3C)cc1	1.9
CNC[C@@H]1Oc2ccc(NS(=O)(=O)c3ccc(F)cc3)cc2C(=O)N([C@@H](C)CO)C[C@@H]1C	-0.1
C[C@H](NC(=O)C[C@@H]1CC[C@@H]2[C@H](COC[C@@H](O)CN2C(=O)Nc2cccc(F)c2)O1)c1ccccc1	5.7
O=C(C[C@@H]1C[C@H]2c3cc(NC(=O)C4CCOCC4)ccc3O[C@H]2[C@H](CO)O1)NCc1ccncc1	-0.3
COc1cccc(NC(=O)Nc2ccc3c(c2)C(=O)N(C)C[C@@H](OC)[C@H](C)CN(CC2CC2)[C@@H](C)CO3)c1	0.5
C[C@H](CO)N1C[C@H](C)[C@H](CN(C)CC2CCCCC2)Oc2ccc(NC(=O)NC3CCCCC3)cc2C1=O	-1.7
Cc1noc(C)c1S(=O)(=O)N(C)C[C@@H]1Oc2ccc(NS(=O)(=O)c3ccc(Cl)cc3)cc2CC(=O)N([C@@H](C)CO)C[C@H]1C	0.2
Cn1cnc(S(=O)(=O)N[C@@H]2CC[C@@H](CC(=O)NCC3CC3)O[C@H]2CO)c1	-3.6
C[C@H]1CN([C@@H](C)CO)C(=O)c2cc(NC(=O)CCC(F)(F)F)ccc2O[C@H]1CN(C)S(=O)(=O)c1cn(C)cn1	0.0
COc1ccc(NC(=O)N(C)C[C@H]2OCCCC[C@@H](C)Oc3ccc(NS(=O)(=O)c4ccc(C)cc4)cc3C(=O)N([C@@H](C)CO)C[C@@H]2C)cc1	2.8
COc1ccc(NC(=O)Nc2ccc3c(c2)C(=O)N([C@H](C)CO)C[C@H](C)[C@@H](CN(C)C(=O)Nc2ccccc2)OCCCC[C@@H](C)O3)cc1	-4.7
CCCNC(=O)N1[C@H](CO)[C@H](c2ccccc2)[C@@H]1CNC(=O)c1ccccc1	5.1
CN(C)C(=O)c1ccc(-c2ccc([C@H]3[C@H]4CN(CCC(F)(F)F)CCCCN4[C@H]3CO)cc2)cc1	0.0
Cc1ccccc1-c1ccc([C@H]2[C@H]3CN(C(=O)Nc4ccccc4)CCCCN3[C@H]2CO)cc1	4.5
Cc1ccc(S(=O)(=O)Nc2ccc3c(c2)C(=O)N([C@H](C)CO)C[C@@H](C)[C@@H](CN(C)S(=O)(=O)c2ccc(C)cc2)OCCCC[C@@H](C)O3)cc1	-6.7
CN(C)C(=O)C[C@@H]1CC[C@H](NC(=O)NC2CCCCC2)[C@@H](CO)O1	0.1
C[C@@H]1CN([C@H](C)CO)C(=O)CCCn2nncc2CO[C@@H]1CN(C)C(=O)Nc1ccccc1C(F)(F)F	-2.7
CN1c2ccc(-c3cccc(F)c3)cc2[C@H]2[C@H](CCN2C(=O)c2ccc3c(c2)OCO3)[C@@H]1CO	31
C[C@@H]1CN([C@H](C)CO)C(=O)c2cccc(NS(=O)(=O)c3cccs3)c2O[C@@H]1CN(C)Cc1ccc(Cl)c(Cl)c1	-3.3
CCC(=O)N(C)C[C@@H]1Oc2cc(-c3cccnc3)ccc2S(=O)(=O)N([C@H](C)CO)C[C@H]1C	3.9
O=C(C[C@H]1CC[C@@H]2[C@H](COC[C@H](O)CN2Cc2cocn2)O1)NCc1cccc(F)c1	-1.0
CNC[C@H]1Oc2ccc(NC(=O)Nc3ccc(C(F)(F)F)cc3)cc2CC(=O)N([C@H](C)CO)C[C@H]1C	0.7
C[C@@H]1CCCCO[C@@H](CN(C)Cc2ccncc2)[C@H](C)CN([C@H](C)CO)C(=O)c2cc(N(C)C)ccc2O1	1.7
C[C@@H]1CCCCO[C@H](CN(C)C)[C@@H](C)CN([C@H](C)CO)C(=O)c2cc(NC(=O)CCC(F)(F)F)ccc2O1	-2.8
